Wee1 degr inh – blocks degradation of human Wee1 kinase | P30291 | HeLa Luc-Wee1K328M stability, luciferase luminescence; 100% = proteasome inhibitor MG132 effect | reporter increase, % at 5 µM | hit rate 1.2% among 220,000;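 active = activation above the mean of all tested compounds plus 3 SD, set per screening run, cut at about 8.8% in these data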;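 also: cells exposed to compound for 20 h before luminescence read; 0% = DMSO alone and 100% = MG132 at 30 µM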
Runt-SMMHC FRET – Runt domain-CBFb-SMMHC interaction inhibition. inhibition, % at 20 µM. AID 1434. Cerulean-Runt/Venus-CBFb-SMMHC FRET ratio 530/480, 1 h. hit rate 0.74% among 220,000;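 active = mean inhibition across duplicate retests at 20 µM reaching about 50%, limit read from the data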;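 also: 0% = DMSO wells and 100% = wells with excess untagged CBFb-SMMHC; inhibitors lower the FRET ratio by blocking Runt binding to CBFb-SMMHC; some results filed as inactive read as strong as hits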
FXIIa inh – blocks human coagulation factor XIIa protease activity | hit rate 0.3% among 220,000 | inhibition, % at 5 µM | P00748 | purified FXIIa, Boc-QGR-AMC fluorogenic substrate, 2 h; in the data active = inhibition above about 40%;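 also: 0% = enzyme with no compound and 100% = blank without enzyme; many of its hits are not listed in these tables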
Hck-Nef inh – human Hck-Nef kinase inhibition; Recombinant Hck-YEEI plus Nef, Z-Lyte FRET kinase assay; inhibition, % at 20 µM; AID 463187; hit rate 0.68% among 220,000; P08631;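 active = Hck-Nef kinase inhibition above about 50%, limit read from the data; inactive = inhibition below that limit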;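 also: 0% = DMSO with Hck plus Nef and 100% = Hck alone without Nef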
14-3-3 Bad inh – disrupts binding of bovine 14-3-3 zeta to phospho-Bad peptide. inhibition, % at 21.7 µM. TR-FRET 14-3-3zeta/Dy647-pBad peptide displacement, 1 h. P63103. hit rate 0.71% among 220,000;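 active = inhibition above about 70%, limit read from the data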;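 also: 0% = full 14-3-3 plus peptide FRET controls and 100% = background without 14-3-3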
thrombin 1536 – inhibitors of human thrombin. AID 1046. alpha-thrombin, Boc-VPR-AMC fluorogenic substrate cleavage. hit rate 0.26% among 220,000. P00734. inhibition, % at 5 µM;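 active = inhibition at or above 40%; inactive = inhibition below 40%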;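 also: 0% = enzyme with no compound and 100% = wells without enzyme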
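System – human alpha-thrombin protein · Reagent – Boc-VPR-AMC substrate, 15 µM final · Compound – 5 µM single dose in 0.2% DMSO · Schedule – reaction at room temperature · Technique – AMC fluorescence at 355 nm excitation and 460 nm emission · Read-out basis – % inhibition relative to enzyme controls and enzyme-free blanks · Control set – no-compound enzyme wells and no-enzyme blanks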
KLK5 inh – kallikrein 5 (human) inhibition; recombinant hK5, fluorogenic AMC substrate cleavage; inhibition, % at 5 µM; hit rate 0.59% among 210,000;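 active = inhibition of 40% or more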;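 also: 0% = enzyme controls without compound and 100% = no-enzyme blanks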
Target sequence (Q9Y337 67-293 limits assumed): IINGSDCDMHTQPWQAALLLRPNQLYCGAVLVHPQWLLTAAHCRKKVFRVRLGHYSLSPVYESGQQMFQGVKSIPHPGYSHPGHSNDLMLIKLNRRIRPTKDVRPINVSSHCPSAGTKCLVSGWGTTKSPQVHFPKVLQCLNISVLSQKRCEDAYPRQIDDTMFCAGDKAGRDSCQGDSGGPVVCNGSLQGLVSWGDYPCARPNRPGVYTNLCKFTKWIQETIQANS
FXIa inh – blocks human coagulation factor XIa protease activity; inhibition, % at 5 µM; hit rate 0.14% among 220,000; purified FXIa, Boc-Glu-Ala-Arg-AMC fluorogenic substrate;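 active = inhibition of at least 40%; inactive = inhibition below 40%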;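 also: fluorescence of freed AMC excited at 355 nm; 0% = enzyme without compound and 100% = no enzyme blank; many of its hits are not listed in these tables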
Target sequence (P03951 19-387 limits assumed): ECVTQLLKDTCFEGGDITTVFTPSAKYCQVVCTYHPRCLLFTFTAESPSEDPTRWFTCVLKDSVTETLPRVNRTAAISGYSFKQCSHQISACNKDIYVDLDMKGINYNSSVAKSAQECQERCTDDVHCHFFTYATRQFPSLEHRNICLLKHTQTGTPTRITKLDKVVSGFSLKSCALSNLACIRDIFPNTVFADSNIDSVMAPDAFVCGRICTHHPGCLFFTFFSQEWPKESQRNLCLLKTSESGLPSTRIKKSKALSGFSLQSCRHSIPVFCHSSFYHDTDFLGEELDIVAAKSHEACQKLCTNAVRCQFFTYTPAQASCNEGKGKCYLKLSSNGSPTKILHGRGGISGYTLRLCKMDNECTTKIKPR
Target sequence (P03951 388-625 limits assumed): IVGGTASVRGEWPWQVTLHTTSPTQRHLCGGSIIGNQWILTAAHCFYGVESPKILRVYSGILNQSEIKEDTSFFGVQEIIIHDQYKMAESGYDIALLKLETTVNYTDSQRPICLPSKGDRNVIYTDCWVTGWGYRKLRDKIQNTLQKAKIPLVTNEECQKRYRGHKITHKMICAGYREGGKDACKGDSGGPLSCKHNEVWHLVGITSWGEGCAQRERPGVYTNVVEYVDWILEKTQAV
Runt-CBFb FRET – blocks binding of human RUNX1 Runt domain to CBFb; Cerulean-Runt/Venus-CBFb FRET ratio 530/480, 1 h; inhibition, % at 20 µM; hit rate 0.46% among 220,000;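 active = inhibition over about 50% at 20 µM in the single-dose screen, limit read from the data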;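 also: 0% = DMSO wells and 100% = excess unlabeled CBFb competitor control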
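Measured by: fluorescence energy transfer, 422 nm excitation, 530/480 nm emission; test system: Cerulean-tagged RUNX1 Runt domain (FRET donor) fusion protein; buffer or medium: Tris pH 7.5 buffer with BSA; compound: one dose, 20 µM compound, 1% DMSO; times: two 1 h room-temperature incubations shielded from light; benchmarks: unlabeled CBFb 5 µM, positive control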
Active calls of the source: *; nt = not tested or not shown; [ ] = remark or other dose.

Fields – Wee1 degr inh, Runt-SMMHC FRET, FXIIa inh, Hck-Nef inh, 14-3-3 Bad inh, thrombin 1536, KLK5 inh, FXIa inh, Runt-CBFb FRET
CCC1C2Cn3c(nc4ccccc43)C1N(C)O2 (stereo not drawn)
 : nt, 2.0, 12.9, 22.5, -2.1, 2.0, 4.5, 3.9, 1.2
CC(=NCCC1=CCCCC1)c1c(O)n(C)c(=O)n(C)c1=O
 : 1.8, 4.8, 8.0, 4.1, -2.6, -4.4, 2.3, -5.7, -0.7
O=C(Cn1c2c(c(-c3ccccc3Cl)cc1=O)CCC2)N1CCC2(CC1)OCCO2
 : 1.3, -1.9, -17.9, 6.9, 6.9, -5.8, -8.3, -20.2, -0.4
Cc1ccc(OCCn2cccc2/C=C2/C(=O)NC(=O)N(Cc3ccco3)C2=O)cc1
 : -0.4, -16.3, 3.8, 26.6, -2.9, 0.9, 5.5, 6.2, -1.8
CC1(C)OC(c2ccccc2)=C/C(=C/C=C2C(=O)NC(=S)NC2=O)O1
 : -0.7, -112.3, 4.0, -94.0, -12.4, -0.1, -10.6, -1.0, -33.5
CCN1CCN(c2ccc(N)cc2C)CC1
 : -2.5, -0.2, 11.5, 18.4, 5.6, -1.4, 3.4, 2.1, 0.5
Cc1ccnc(-n2c(C)cc(C=C3C(=O)N(C)C(=S)N(C)C3=O)c2C)c1
 : 3.8, 19.6, 11.9, -0.3, 13.5, 1.9, -26.8, 13.3, 14.7
CCOC(=O)C1C(=O)NC2(C)CC1c1cc(OC)ccc1O2 (stereo not drawn)
 : 2.5, -0.9, 6.1, -4.3, 9.0[fluorescence artefact?], 2.3, -25.5, 4.2, -3.5
O=C1C2CCCN2C(c2cccnc2)N1c1nccs1 (stereo not drawn)
 : -1.7, 1.0, 15.6, 2.9, 9.2, 3.9, -2.9, 6.6, -0.4
CN(C)C(=O)Oc1ccnc2cc(Cl)ccc12
 : -1.6, 1.1, 4.9, 19.9, -18.3, -0.9, -3.2, -2.9, -1.2
Cc1cccc(C)c1NC(=O)CN(C)CC(=O)Nc1ccc(C#N)c(Cl)c1
 : 1.6, 2.0, 11.7, -1.8, -13.3, 3.0, 1.4, -1.0, -0.2
C[C@H]1CCC[C@@H](O)CCC/C=C/c2cc(O)cc(O)c2C(=O)O1
 : 0.3, 1.5, 1.1, 2.2, -1.9[fluorescence artefact?], -3.7, -4.3, -7.2, 0.2
N#CCCn1cc(C(=O)Nc2ccc(F)cc2)c(-c2ccc([N+](=O)[O-])cc2)n1
 : 0.1, -1.7, 10.1, -2.5, -10.1, 5.3, -4.5, 2.6, 1.7
CCc1ccc(C(=O)C23CN4CN(CN(C4)C2)C3)cc1
 : -2.0, 1.1, 7.5, 4.5, -3.5[fluorescence artefact?], -2.0, -8.9, 2.9, -0.2
CCN1CCN(Cc2ccc(C)cc2C)CC1
 : 0.1, 1.2, 3.0, -2.7, 77.1*, 1.3, 4.0, -1.0, -1.3
Cn1c(O)c(C(=O)c2ccccc2)c(=O)n(C)c1=O
 : 0.2, -0.7, 7.0, -4.1, 38.6[fluorescence artefact?], -5.5, -14.2, 2.0, 14.1
O=c1[nH]c(=S)n(C2CC2)c(O)c1C=NCC1CCCO1 (stereo not drawn)
 : 2.0, -0.2, 5.6, 4.9, 0.4, -1.4, -0.1, -2.3, 5.6
COc1ccc(CN2CC3CC(C2)c2cccc(=O)n2C3)cc1OC (stereo not drawn)
 : -0.5, 0.2, 3.3, 0.2, 15.6, 8.7, 2.5, 8.4, -2.6
O=c1[nH]c(=S)n(C2CC2)c(O)c1C=Nc1ccc2c(c1)OCO2
 : 5.9, -4.8, 4.8, 10.3, -5.7, -3.2, 1.2, 0.4, 24.2
CCCCCCN1CCN(c2ccc(Cl)cc2)CC1
 : -0.1, 0.7, -1.9, -15.6, 24.8, -11.5, -6.2, -5.8, -1.3
CCOC(=O)C1=C(C)OC(N)=C(C(=O)OC)C12C(=O)Nc1ccc(Br)cc12 (stereo not drawn)
 : -0.5, 2.4, 18.5, 2.9, 17.4, 1.0, -19.7, 9.4, -0.7
COc1ccc(/C=C/C2=CCN(C)CC2)cc1
 : 6.3, -3.0, 2.4, 13.7, 3.8, -7.9, -9.4, 0.4, -1.9
CC(C)C(=O)NC(Oc1ccccc1Cl)C(Cl)(Cl)Cl (stereo not drawn)
 : -0.2, 2.4, 10.3, 17.8, -17.6, -9.3, -0.2, 0.2, 0.9
CC1(C)CN=C(Nc2ccc(F)c(F)c2)S1
 : 1.4, -1.9, 12.4, -0.5, -10.7, -3.2, -11.2, 4.1, -0.4
CCOc1cc(C2NCc3ccccc3-n3cccc32)ccc1O (stereo not drawn)
 : -2.2, 1.3, 16.8, 1.6, 1.4, 3.3, -18.7, 33.9, 1.0
CN(C)C(=O)Oc1ccc(Cl)c2ccccc12
 : -2.1, -2.3, -5.4, -1.0, 6.1[fluorescence artefact?], 1.8, -10.1, -2.8, 2.2
CC(C)OCCCNC(=O)c1c(N)n(CC2CCCO2)c2nc3ccccc3nc12 (stereo not drawn)
 : -1.0, 61.5*, -52.1, 52.1*, nt, -7.6, -156.3, -20.4, 74.0*
CCn1c(O)c(C=NCCN2CCOCC2)c(=O)[nH]c1=S
 : 6.1, -2.5, 11.4, 5.6, -1.2, 0.3, -4.6, 6.3, -2.2
CC(C)OC(=O)c1c(N)n(Cc2ccco2)c2nc3ccccc3nc12
 : 1.5, nt, -12.6, 34.5, 1.0, -10.8, -8.1, -8.8, nt
C=CCN1C(=O)NC(=O)C(Cc2ccc(OC)c(OC)c2)C1=O (stereo not drawn)
 : -1.7, 9.4, -10.0, 0.2, -7.0, -4.7, -2.3, -7.3, 2.7
O=c1[nH]c(=O)n(-c2cccc3ccccc23)c(O)c1/C=N/N1CCCCCC1
 : -1.9, 0.5, 0.0, 14.1, -2.5, -8.3, -3.5, -3.1, 0.0
CCC(CC)C(=O)NC1CCSC1=O (stereo not drawn)
 : -2.6, -1.2, 5.2, 3.6, -4.8, 1.7, 2.0, 1.4, -2.1
C=C(C)CN1CC[C@]23c4c5ccc(O)c4O[C@H]2c2[nH]c4ccccc4c2C[C@@]3(O)C1C5
 : -0.3, -0.2, nt, nt, 2.5, nt, nt, nt, 1.0
Cn1cc(C(=O)N2CCOCC2)c2ccccc21
 : -0.1, 3.0, 3.1, -17.7, -12.4, -4.6, -3.5, -4.0, 0.7
CCOC(=O)[C@]1(C#N)[C@@H]2C=CC(C(N)=O)=CN2[C@@H](C(N)=O)[C@@H]1c1ccc(F)cc1
 : 2.0, -3.4, 2.7, 20.4, -9.2, -4.1, -6.6, -7.7, 0.0
Cc1c(C(=O)N2CCC3(CC2)OCCO3)sc2ncnc(N3CCc4ccccc4C3)c12
 : 0.0, 2.0, -1.1, 12.2, -0.7, -0.1, -6.2, -2.8, -4.3
Cc1cc(C)n2nc(SCC(=O)N3CCC4(CC3)OCCO4)nc2n1
 : 1.7, 3.3, 5.2, -0.9, 4.0, -2.1, 13.6, -2.4, -1.8
OC1/C(=C/c2ccc(Cl)cc2Cl)N2CCC1CC2 (stereo not drawn)
 : 1.9, -4.4, 1.7, 3.3, 0.7, -3.2, nt, -3.3, -0.5
O=c1[nH]c(=O)n(CCc2ccc(F)cc2)c(O)c1C=NCCCN1CCOCC1
 : -1.9, 0.9, 8.1, 5.2, 1.3[fluorescence artefact?], -0.6, -1.0, -0.4, -2.6
CC(C)Nc1nc(Cl)nc(NC(C)C)n1
 : 0.5, -1.1, 10.9, 3.0, -16.4, 3.4, 0.1, 2.3, 0.8
COc1cc2[nH]c(=O)n(-c3ccccc3)c(=O)c2cc1OC
 : 6.9, -1.1, 22.6, 18.5, 11.2, -1.3, -2.5, 18.5, -1.5
O[C@H]1[C@H](O)[C@@H](O)CN2CC[C@H](O)[C@H]12
 : 1.0, 2.6, 6.4, -4.1, -10.9, 3.2, -8.4, 5.1, 0.5
CN1C(=O)N(C)C(=O)C2(Cc3c(ccc4ccccc34)N(C)C2)C1=O
 : 4.0, 14.2, 15.9, 1.2, -5.7, 2.7, -4.3, 3.6, 16.0
O=C(c1ccc(Br)cc1)C12CN3CN(CN(C3)C1)C2
 : -0.1, 3.4, 9.4, 19.2, -15.8, 3.5, 1.4, -1.3, 1.0
CC1CCCCN1Cc1c[nH]c2ccccc12 (stereo not drawn)
 : 1.3, 0.1, 2.1, 15.7, -3.6, -1.3, -2.8, -1.3, -2.7
CCN(CC)C(=O)c1ccc(NC(=O)CSc2nnnn2-c2cc(OC)ccc2OC)cc1
 : -2.7, -3.7, -9.2, -0.3, 3.2, 0.4, -13.1, 4.4, -0.5
CC/C(=N\N1CCCCCC1)c1c(O)n(-c2ccc(C)cc2)c(=O)[nH]c1=O
 : -1.0, 2.1, 5.2, -0.7, -2.3, -6.4, -4.2, -8.7, 6.1
O=c1c2ccccc2[nH]c(=S)n1-c1ccc2c(c1)OCCO2
 : 1.8, 6.8, 5.8, 13.6, -8.3, -2.7, 1.1, -0.7, -2.4

By substructure, the compounds so far containing an aryl methoxy group (six)
Fields – Wee1 degr inh, Runt-SMMHC FRET, FXIIa inh, Hck-Nef inh, 14-3-3 Bad inh, thrombin 1536, KLK5 inh, FXIa inh, Runt-CBFb FRET
CCOC(=O)C1C(=O)NC2(C)CC1c1cc(OC)ccc1O2 (stereo not drawn)
 : 2.5, -0.9, 6.1, -4.3, 9.0[fluorescence artefact?], 2.3, -25.5, 4.2, -3.5
COc1ccc(CN2CC3CC(C2)c2cccc(=O)n2C3)cc1OC (stereo not drawn)
 : -0.5, 0.2, 3.3, 0.2, 15.6, 8.7, 2.5, 8.4, -2.6
COc1ccc(/C=C/C2=CCN(C)CC2)cc1
 : 6.3, -3.0, 2.4, 13.7, 3.8, -7.9, -9.4, 0.4, -1.9
C=CCN1C(=O)NC(=O)C(Cc2ccc(OC)c(OC)c2)C1=O (stereo not drawn)
 : -1.7, 9.4, -10.0, 0.2, -7.0, -4.7, -2.3, -7.3, 2.7
COc1cc2[nH]c(=O)n(-c3ccccc3)c(=O)c2cc1OC
 : 6.9, -1.1, 22.6, 18.5, 11.2, -1.3, -2.5, 18.5, -1.5
CCN(CC)C(=O)c1ccc(NC(=O)CSc2nnnn2-c2cc(OC)ccc2OC)cc1
 : -2.7, -3.7, -9.2, -0.3, 3.2, 0.4, -13.1, 4.4, -0.5

From PubChem

A portion of the library. The share of hits here may be higher or lower than overall.
